N370S GC mod: inhibits or activates N370S mutant glucocerebrosidase; P04062; N370S GC spleen homogenate, 4MU-glucoside fluorescence; Potency, µM (highest dose often 59.4 µM), for the others: at the highest dose activity change, negative = inhibition, actives largely listed as inhibitors; 330,000 tested, 0.092% active;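 further: 0% = full enzyme activity and -100% = no enzyme basal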
FEN1 inh: human FEN1 inhibition; P39748; Recombinant FEN1 flap cleavage, fluorescence, 15 min; 390,000 tested, 0.35% active; Potency, µM (highest dose often 114 µM), for inactives: top-dose activity change, negative = inhibition, most hits filed as inhibitors; further: nearly all actives have a fitted effect of over 65% in size
Target sequence (P39748 whole entry, looked up): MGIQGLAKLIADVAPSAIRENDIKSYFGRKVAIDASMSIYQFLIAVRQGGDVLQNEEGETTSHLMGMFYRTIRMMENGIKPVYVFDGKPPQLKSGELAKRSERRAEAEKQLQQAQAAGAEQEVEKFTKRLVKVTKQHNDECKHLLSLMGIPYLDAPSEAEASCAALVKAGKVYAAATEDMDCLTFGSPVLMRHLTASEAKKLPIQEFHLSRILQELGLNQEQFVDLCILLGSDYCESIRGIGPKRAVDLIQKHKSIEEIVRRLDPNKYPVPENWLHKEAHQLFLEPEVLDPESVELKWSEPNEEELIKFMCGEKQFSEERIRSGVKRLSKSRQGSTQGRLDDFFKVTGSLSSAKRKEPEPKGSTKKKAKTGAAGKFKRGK
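Concentration–response screening of FEN1 (10 nM): 15 min compound preincubation at room temperature, reaction started with 50 nM substrate and read at 0 and 15 min. Corrected, normalized data were fitted by a four-parameter Hill equation.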
TDP1 block: blocks human tyrosyl-DNA phosphodiesterase 1. AID 485290. Q9NUW8. 350,000 tested, 0.28% active. Potency, µM (highest dose often 130 µM), without a hit: at the top dose activity change, negative = inhibition, most hits filed as inhibitors. recombinant TDP1, AlphaScreen DNA substrate cleavage; further: nearly all actives have a fitted effect of over 40% in size
Target sequence (Q9NUW8 whole entry, looked up): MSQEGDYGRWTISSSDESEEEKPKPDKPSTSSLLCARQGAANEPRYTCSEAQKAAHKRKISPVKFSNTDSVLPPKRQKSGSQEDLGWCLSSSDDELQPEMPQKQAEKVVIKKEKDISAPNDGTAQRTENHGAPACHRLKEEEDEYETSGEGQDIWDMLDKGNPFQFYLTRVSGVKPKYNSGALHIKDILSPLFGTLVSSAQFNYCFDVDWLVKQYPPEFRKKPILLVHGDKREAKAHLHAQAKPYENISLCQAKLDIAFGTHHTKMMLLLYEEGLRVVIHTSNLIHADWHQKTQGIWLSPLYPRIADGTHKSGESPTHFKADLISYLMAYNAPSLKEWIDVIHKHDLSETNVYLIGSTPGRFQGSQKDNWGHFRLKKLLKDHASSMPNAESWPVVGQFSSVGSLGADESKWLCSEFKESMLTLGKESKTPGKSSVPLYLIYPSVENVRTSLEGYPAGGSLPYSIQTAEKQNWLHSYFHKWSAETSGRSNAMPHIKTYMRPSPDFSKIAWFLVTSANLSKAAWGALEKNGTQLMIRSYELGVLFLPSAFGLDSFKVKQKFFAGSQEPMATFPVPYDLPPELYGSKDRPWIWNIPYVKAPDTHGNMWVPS
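Tdp1 1 nM final; 15 min RT w/ cpd; substrate 15 nM, 5 min; beads 10 ug/ml, 10 min; AlphaScreen read. Neg ctrl: no enzyme.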
Starred values were filed as active, the others as inactive; ? = inconclusive; · = not tested or not shown; & = joins results of further samples; [ ] = another dose, or the depositor's remark. The call rests on the fitted dose curve; in most records, active means well fitted curve in the direction sought with a large enough effect; inconclusive means small, poorly fitted or top-dose-only effect, or another doubt; inactive means no such curve, though single readings can be large; an effect the other way counts as inactive or inconclusive. Unless noted, on the % scale 0 is the no-effect control and ±100 the full control effect; potency means the concentration at half of the fitted maximal effect.

A first look:
| Structure | N370S GC mod | FEN1 inh | TDP1 block |
| --- | --- | --- | --- |
| CCc1ccccc1N1C(=O)N(Cc2cccc(Cl)c2)c2ccccc2S1(=O)=O | · | 4% | 5% |
| Cc1cc(-n2c(C)cc(C(=O)CN3C(=O)NC4(CCCCC4)C3=O)c2C)no1 | -5% | -5% | 3% |
| Cc1cc(C)n2nc(C(=O)Nc3ccc4c(c3)OCO4)nc2n1 | -19% | -8% | -3% |
| CSc1ccc(/C=C(\C(=O)O)c2ccc(S(=O)(=O)N3CCCC3)s2)cc1 | · | -18% | 28µM* |
| CCOc1ccc2oc(-c3ccccc3)c(C(=O)N3CCN(CCO)CC3)c2c1 | -6% | 0% | 2% |
| O=C(CN1CCC(c2nc3ccccc3[nH]2)CC1)Nc1ccc2c(c1)OCO2 | -11% | 7% | 5% |
| COc1ccc(-c2nnn(CCC(=O)O)n2)cc1 | 4% | 1% | 2% |
| CC(Oc1ccccc1)C(=O)Nc1nnc(S(=O)(=O)N2CCCCCC2)s1 (stereo not given) | 10% | 18%&-16% | 10% |
| O=C(OCc1cc(-c2ccccc2)no1)c1ccc2ccccc2n1 | 6% | 6% | 6% |
| COc1cc(C(=O)NCC(c2ccc(N(C)C)cc2)N2CCc3ccccc32)cc(OC)c1OC (stereo not given) | · | -4% | 11% |
| CCOc1cccc(C2c3c(-c4cc(C)ccc4O)n[nH]c3C(=O)N2Cc2ccco2)c1 (stereo not given) | · | 1% | 14% |
| Cc1ccc(CNc2ncnc3c2nc2n3CCCC2)cc1 | · | -7% | 2% |
| Nn1c(SCC(=O)Nc2ccc3c(c2)OCO3)nnc1-c1ccncc1 | 3% | 5% | 0% |
| CCOC(=O)c1c(CN2CCC(C)CC2)oc2ccc(OC)cc12 | 6%[2.35 µM] | -6% | 2% |
| O=C(O)[C@H](Cc1ccccc1)Nc1ccc([N+](=O)[O-])cn1 | -22% | -9% | · |
| C[C@H](CO)N1C[C@H](C)[C@@H](CN(C)S(=O)(=O)c2ccccc2)Oc2ccc(NC(=O)Cn3cnnn3)cc2C1=O | · | 11% | 0% |
| O=C(C1CCCCC1)N1CCCC(c2nc3c(nnn3Cc3ccccc3)c(=O)[nH]2)C1 (stereo not given) | -6% | -30% | 2% |
| Cc1cc(=O)[nH]c(SCC(=O)NCC2CCCO2)n1 (stereo not given) | -3% | 4% | · |

The list itself (from the top)
| Structure | N370S GC mod | FEN1 inh | TDP1 block |
| --- | --- | --- | --- |
| CCc1ccccc1N1C(=O)N(Cc2cccc(Cl)c2)c2ccccc2S1(=O)=O | · | 4% | 5% |
| Cc1cc(-n2c(C)cc(C(=O)CN3C(=O)NC4(CCCCC4)C3=O)c2C)no1 | -5% | -5% | 3% |
| Cc1cc(C)n2nc(C(=O)Nc3ccc4c(c3)OCO4)nc2n1 | -19% | -8% | -3% |
| CSc1ccc(/C=C(\C(=O)O)c2ccc(S(=O)(=O)N3CCCC3)s2)cc1 | · | -18% | 28µM* |
| CCOc1ccc2oc(-c3ccccc3)c(C(=O)N3CCN(CCO)CC3)c2c1 | -6% | 0% | 2% |
| O=C(CN1CCC(c2nc3ccccc3[nH]2)CC1)Nc1ccc2c(c1)OCO2 | -11% | 7% | 5% |
| COc1ccc(-c2nnn(CCC(=O)O)n2)cc1 | 4% | 1% | 2% |
| CC(Oc1ccccc1)C(=O)Nc1nnc(S(=O)(=O)N2CCCCCC2)s1 (stereo not given) | 10% | 18%&-16% | 10% |
| O=C(OCc1cc(-c2ccccc2)no1)c1ccc2ccccc2n1 | 6% | 6% | 6% |
| COc1cc(C(=O)NCC(c2ccc(N(C)C)cc2)N2CCc3ccccc32)cc(OC)c1OC (stereo not given) | · | -4% | 11% |
| CCOc1cccc(C2c3c(-c4cc(C)ccc4O)n[nH]c3C(=O)N2Cc2ccco2)c1 (stereo not given) | · | 1% | 14% |
| Cc1ccc(CNc2ncnc3c2nc2n3CCCC2)cc1 | · | -7% | 2% |
| Nn1c(SCC(=O)Nc2ccc3c(c2)OCO3)nnc1-c1ccncc1 | 3% | 5% | 0% |
| CCOC(=O)c1c(CN2CCC(C)CC2)oc2ccc(OC)cc12 | 6%[2.35 µM] | -6% | 2% |
| O=C(O)[C@H](Cc1ccccc1)Nc1ccc([N+](=O)[O-])cn1 | -22% | -9% | · |
| C[C@H](CO)N1C[C@H](C)[C@@H](CN(C)S(=O)(=O)c2ccccc2)Oc2ccc(NC(=O)Cn3cnnn3)cc2C1=O | · | 11% | 0% |
| O=C(C1CCCCC1)N1CCCC(c2nc3c(nnn3Cc3ccccc3)c(=O)[nH]2)C1 (stereo not given) | -6% | -30% | 2% |
| Cc1cc(=O)[nH]c(SCC(=O)NCC2CCCO2)n1 (stereo not given) | -3% | 4% | · |
| CC(=O)Nc1nc(C)c(-c2csc(Nc3cccc(C(C)=O)c3)n2)s1 | -24% | -1% | · |
| COc1ccc(C(=O)NC(C)CCn2cccn2)cc1OC1CCN(C(C)C)CC1 (stereo not given) | 1% | 4% | 1% |
| O=C(C[C@H]1C/C=C/CC[C@@H](Cc2ccc(F)cc2)C(=O)O[C@@H](c2ccccc2)CNC1=O)NCCO | · | 12% | 2% |
| Cc1ccc(/C=N/NC(=O)Cn2cnc3ccccc32)o1 | 1% | -2% | 2% |
| O=C1CC(Sc2ncccc2C(=O)O)C(=O)N1 (stereo not given) | 6% | 2% | -6% |
| O=C(Nc1ccc(Cl)cc1Cl)c1ccc2c(c1)OCCO2 | · | -18% | -3% |
| Cc1nn(Cc2ccc(F)cc2)c(C)c1NC(=O)c1nn(C)cc1Cl | -12% | 0% | 2% |
| COCC(C)n1c(COc2ccccc2F)nnc1SCC(=O)c1c(N)n(C)c(=O)n(C)c1=O (stereo not given) | -11% | 7% | 0% |
| Cc1c(CCC(=O)NCCCCCC(=O)O)c(=O)oc2c(C)c3oc4c(c3cc12)CCCC4 | -22% | 1% | · |
| COc1ccccc1C(=O)OCc1cc(=O)n2nc(C3CCCCC3)sc2n1 | · | -3% | 5% |
| COc1ccc(C(=O)C2CCN(C(=O)c3ccc(OC)cc3)CC2)cc1 | 2% | 7% | · |
| Cc1cnn(-c2cc(N/N=C/c3ccc(F)cc3)ncn2)c1 | 7% | 5% | 3% |
| CCN(C(=O)COC(=O)C1CCN(S(=O)(=O)c2ccc3c(c2)OCCO3)CC1)C1CCCCC1 | -12% | -4% | -8%[0.505 µM] |
| O=C(OC1CCOC1=O)c1ccc(Cl)c(S(=O)(=O)N2CCCCC2)c1 (stereo not given) | -4% | 0% | 3% |
| COc1ccccc1Oc1ccc2c(c1)C(=O)N(CC1CCCO1)C2=O (stereo not given) | 4% | -4% | -5% |
| O=C(Nc1ccccc1Cl)c1ccc2nsnc2c1 | -22% | 9% | -2% |
| CS(=O)(=O)N1CCCC(C(=O)NCCc2ccccc2)C1 (stereo not given) | 2% | 14% | 7% |
| CC(=O)c1cccc(Nc2c([N+](=O)[O-])c(=O)oc3ccccc23)c1 | -2% | -12% | 3% |
| CC1CN(C(=O)c2cccc(S(=O)(=O)N3CCN(c4ccccc4)CC3)c2)CC(C)O1 (stereo not given) | · | 2% | 1% |
| CCOc1ccc(NC(=O)c2ccc3[nH]c(=O)c(=O)[nH]c3c2)cc1 | -22% | 7% | -1% |
| Cc1ccccc1N1CC(C(=O)Nc2nnc(SCCC3OCCO3)s2)CC1=O (stereo not given) | -25% | -5% | 1% |
| O=C(O)C1CC=CCC1C(=O)N1CCN(c2nc(-c3ccccc3)c3ccccc3n2)CC1 (stereo not given) | -8% | -3% | -5% |
| O=C(NCc1ccc(F)cc1)C1CCCN1C(=O)NCc1ccccc1 (stereo not given) | -4% | -3% | 1% |
| Oc1c(Br)cc(Br)cc1CNc1cccc2cccnc12 | -17% | ? | 7% |
| CCOc1ccccc1NC(=O)Cn1ccn(-c2ccccc2)c(=O)c1=O | · | -4% | 5% |
| CC(=O)Nc1cc(C(=O)N(C)Cc2ccccc2)ccc1S(=O)(=O)c1ccc(C)cc1 | -6% | 3% | · |
| COc1ccc(C(C)=O)cc1CSc1nncn1-c1ccccc1 | 8% | -1% | -1% |
| COc1ccc(C(=O)N2CCCc3ccccc32)cc1 | 5% | -7% | 3% |
| COc1ccc2c(c1)c(CC(=O)OC(C)C(=O)N(C)C)c(C)n2C(=O)c1ccc(Cl)cc1 (stereo not given) | -15% | -21% | · |
| CC(=O)Nc1ccc(Oc2sc(C(=O)c3ccccc3)c(N)c2C#N)cc1 | -22% | -15% | 8% |
| COc1ccc(C2C(C(=O)/C=C/c3ccco3)=C(O)C(=O)N2CCN2CCOCC2)cc1 (stereo not given) | -8% | 1% | · |
| COc1ccc(/C=N/NC(=O)c2ccc(COc3cccc4cccnc34)cc2)cc1O | -20% | -24% | 5% |
| O=C(Cn1cc([N+](=O)[O-])ccc1=O)N1CCc2ccccc2C1 | · | 18% | -3% |
| CC1=C(C(=O)Nc2ccccc2C)C(c2cccnc2)n2nc(CCCO)nc2N1 (stereo not given) | 1% | -1% | 0% |
| CC1CCN(S(=O)(=O)c2ccc3c(c2)N(CC(=O)N2CCN(c4ccccc4)CC2)C(=O)CO3)CC1 | · | 17% | 4% |
| COc1ccccc1CNC(=O)COCc1cc(-c2ccc3c(c2)OCO3)on1 | · | -12% | 5% |
| COCCN1C(=O)N(c2cccc(C)c2)C(=O)C1CC(=O)Nc1ccc(F)cc1 (stereo not given) | 4% | -12% | 7% |
| Cc1cc(=O)oc2c1c(C)nn2-c1ccc(Br)cc1 | 9% | -2% | 5% |
| CCC1(c2ccc(F)cc2)NC(=O)N(CC(=O)Nc2ccc3c(c2)OCCO3)C1=O (stereo not given) | · | -7% | 1% |
| CSCC(=O)N1CCCC(CO)(CCCc2ccccc2)C1 (stereo not given) | 5% | -13% | · |
| CN1CCN(c2ccc(S(=O)(=O)N3CCCCC3)cc2NC(=O)c2cccc([N+](=O)[O-])c2)CC1 | -4% | 4% | 0% |
| Cn1nnnc1Sc1ncnc2scc(-c3ccc[nH]3)c12 | · | -18% | 4% |

(continued)
| Structure | N370S GC mod | FEN1 inh | TDP1 block |
| --- | --- | --- | --- |
| O=C(Nc1ccccc1F)c1ccc(-c2ccccc2)s1 | · | 10% | -10% |
| NNC(=O)c1n[nH]c2c1CC(C1CCCCC1)CC2 (stereo not given) | 1% | -10% | 0% |
| Cc1ccc(CS(=O)(=O)c2ncc(Cl)c(C(=O)Nc3nnc(C(C)C)s3)n2)cc1 | -15% | -3%&-7% | 2%&0% |
| O=C(COCc1cc(-c2ccc3c(c2)OCO3)on1)N1CCCCC1 | -14% | 18% | -2% |
| CCC1(c2ccccc2)NC(=O)N(CC(=O)NC2CCCC2)C1=O (stereo not given) | 1% | 2% | 0% |
| CC(C)NC(=O)CSc1nnc(-c2ccc(C(C)(C)C)cc2)n1C | 2% | 2% | 2% |
| O=C(C1CCC1)N1CCCc2cc(S(=O)(=O)Nc3ccc(F)cc3)ccc21 | · | -20% | 1% |
| COc1ccc(C(=O)N/C(=C\c2ccco2)C(=O)NCCCn2ccnc2)cc1 | 4% | 4% | 5% |
| CN(C)c1nc(NCc2ccccc2)nc(N/N=C/c2ccccc2F)n1 | -18% | · | 2% |
| CCOC(=O)N1CCN(c2nc(C)cc(C(F)(F)F)n2)CC1 | -4% | 10% | 2% |
| COc1ccccc1C(=O)NN1C(=O)C2C3C=CC(O3)C2C1=O (stereo not given) | -24% | 1% | 2% |
| CCC(C)[C@H](NC(=O)N1c2ccccc2NC(=O)[C@@H]1C(C)C)C(=O)N[C@@H](Cc1ccccc1)C(=O)O (stereo not given in full) | -3% | 0% | · |
| CCCCN(CCCC)CP(=O)(c1ccccc1)c1ccccc1 | -9% | -8% | -1% |
| CCOc1ccc(CNC(=O)CS(=O)(=O)c2cccc3nsnc23)cc1 | · | 14% | 7% |
| CCOC(=O)c1sc(NC(=O)CN2CCN(c3ccc(OC)cc3)CC2)nc1C | -4% | 0% | 9% |
| CC(C)c1cc[n+](-c2nc([O-])sc2C=O)cc1 | 1% | 2% | -1% |
| CC(OC(=O)Cc1ccccc1[N+](=O)[O-])C(=O)NC(=O)NC1CCCCC1 (stereo not given) | -8% | 7% | -9%[0.505 µM] |
| Cc1ccc(CN2CCSc3ccc(C(=O)Nc4cc(C)cc(C)c4)cc32)cc1 | · | 6% | 1% |
| Cc1ccc(S(=O)(=O)N2CCc3c2cc([N+](=O)[O-])cc3[N+](=O)[O-])cc1 | 27% | -23% | · |
| CC(C)(C)c1csc(NC(=O)CSc2nc3ccccc3c(=O)[nH]2)n1 | 19% | -2% | -2% |
| Cc1ccc(O)c([C@H](CCN(C(C)C)C(C)C)c2ccccc2)c1 | -3%&-5% | 0%&7% | 4% |

Fetched by compound from the entries so far:
| Structure | N370S GC mod | FEN1 inh | TDP1 block |
| --- | --- | --- | --- |
| CC(OC(=O)Cc1ccccc1[N+](=O)[O-])C(=O)NC(=O)NC1CCCCC1 (stereo not given) | -8% | 7% | -9%[0.505 µM] |
| Cc1ccc(S(=O)(=O)N2CCc3c2cc([N+](=O)[O-])cc3[N+](=O)[O-])cc1 | 27% | -23% | · |
